# SK-BR-3 tox 24h: SK-BR-3 proliferation inhibitors; SK-BR-3 viability, CellTiter-Glo ATP luminescence, 24 h; hits give low values; viability, % at 10 µM; AID 847; 0.47% of 41,000 active;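 active = viability at or below the median of all test compounds minus 3 SD, in both replicates if run twice, cut at about 45% in these data; inconclusive = duplicate replicates that disagree with each other; inactive = viability above that cutoff in every replicate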;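 also: 100% = median untreated cell wells and 0% = median positive control drug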
# An asterisk follows results filed as active; ? = inconclusive. Not all compounds are listed. The share of hits here may be higher or lower than overall.
Molecule | SK-BR-3 tox 24h
Cc1ccccc1N(CC(=O)NCc1ccc2c(c1)OCO2)C(=O)CCC(=O)Nc1ccccn1 | 69
COc1ccccc1-c1nnc(SCC(=O)Nc2cc(C)on2)o1 | 88
O=C1NC(=O)c2cc(NC(=O)C3CCCCC3)ccc21 | 94
Cn1c(=O)n(Cc2ccccc2F)c(=O)c2c1nc1n2CCCN1CCc1ccccc1 | 75
CC1CCN(S(=O)(=O)c2ccc(NC(=O)Cn3nnc(-c4ccccc4)n3)cc2)CC1 | 94
CN1CCN(S(=O)(=O)c2ccc(Sc3nc4ccccc4[nH]3)c3nsnc23)CC1 | 106
Cc1ccc(NC(=O)CS(=O)CC(=O)Nc2ccc3c(c2)OCO3)cc1Cl (centres undefined) | 68
CC(=O)Oc1ccc(C(c2ccc(OC(C)=O)cc2)c2ccccn2)cc1 | 50
CCOC(=O)C1C(=O)C=C(c2cccc(NS(C)(=O)=O)c2)CC1c1ccco1 (centres undefined) | 80
COc1ccc(Oc2ncnc3c2oc2ccc(Br)cc23)cc1 | 81
CCn1cc(C(=O)O)c(=O)c2ccc(C)nc21 | 90
COC(=O)CNC(=O)C1CCCN1C(=O)CNC(=O)OC(C)(C)C (centres undefined) | 103
CC(C)NC(=O)C1CCCN(S(=O)(=O)c2cccs2)C1 (centres undefined) | 93
O=C1CC(N2CCN(c3ccc(O)cc3)CC2)C(=O)N1Cc1cccs1 (centres undefined) | 85
COc1ccc(N2CCN(C(c3ccccc3OC)c3nnnn3Cc3ccco3)CC2)cc1 (centres undefined) | 71
Cc1c(C(=O)NCc2ccc3c(c2)OCO3)oc2ccc(S(=O)(=O)N3CCCC3)cc12 | 69
COC(=O)c1ccc(OCC(O)CN(CCO)CCO)cc1 (centres undefined) | 110
Cc1cc(C)nc(N2CCC(C(=O)Nc3ccc(Oc4ccccc4)cc3)CC2)n1 | 92
CCCCOc1ccccc1NC(=O)c1ccc(=O)[nH]c1 | 103
COc1ccc(CNC(=O)C2CCCN2S(=O)(=O)c2ccc(C)cc2)cc1 (centres undefined) | 88
CC1CN(C(=O)c2cc3ccccc3oc2=O)CC(C)O1 (centres undefined) | 90
COc1ccc(-c2nnc(Nc3nc4c(OC)cccc4s3)o2)c(OC)c1 | 97
CN1/C(=N\O)c2cccc3cccc1c23 | 101
ClC(Br)=C(n1cnc2ccccc21)n1cnc2ccccc21 | 77
O=C(OCC(=O)N1CCN(C(=O)c2ccco2)CC1)c1sc2ccccc2c1Cl | 93
COc1ccc(NC(=O)C(CCS(C)(=O)=O)NC(C)=O)cc1 (centres undefined) | 93
O=C(O)CCCC(=O)Nc1nc(-c2ccccc2)cs1 | 113
Cc1cc(NC(=O)CSc2cn(CCNC(=O)c3ccc(F)cc3)c3ccccc23)no1 | 63
OC(C#Cc1ccccn1)c1cccs1 (centres undefined) | 118
Cn1c(=O)c2c(nc(CN3CCN(Cc4ccccc4)CC3)n2CCN2CCOCC2)n(C)c1=O | 99

# The closing 4 compounds of the section before open the next one.
Molecule | SK-BR-3 tox 24h
O=C(O)CCCC(=O)Nc1nc(-c2ccccc2)cs1 | 113
Cc1cc(NC(=O)CSc2cn(CCNC(=O)c3ccc(F)cc3)c3ccccc23)no1 | 63
OC(C#Cc1ccccn1)c1cccs1 (centres undefined) | 118
Cn1c(=O)c2c(nc(CN3CCN(Cc4ccccc4)CC3)n2CCN2CCOCC2)n(C)c1=O | 99
COCCCNC(=O)CCc1nc(-c2ccccc2)no1 | 76
O=C(c1ccc(Cl)cc1)C1C2C(=O)N(c3ccccc3)C(=O)C2C2CCCN21 (centres undefined) | 93
O=c1nc(-c2ccccc2)cn[nH]1 | 86
O=C(O)CCSc1nnc(-c2ccc3c(c2)OCO3)o1 | 102
COc1ccccc1CNC(=O)C(CCSC)NS(=O)(=O)c1ccc2c(c1)oc(=O)n2C (centres undefined) | 75
COc1ccc(CC(NC(C)=O)C(=O)NC2CCN(c3nc(C)cc(C)c3C#N)CC2)c(OC)c1 (centres undefined) | 80
COc1cccc(NC(=O)Cn2c(=O)oc3ccccc32)c1 | 76
CC1(C)CC(=O)C=C(Nc2ccccc2F)C1 | 105
CCc1ccc2[nH]c(=O)c(C(c3nnnn3CCOC)N3CCN(c4ccccc4F)CC3)cc2c1 (centres undefined) | 99
O=C(CN(Cc1ccc2c(c1)OCO2)C(=O)c1cnsn1)NC1CCCC1 | 84
O=C(CCC(=O)Nc1nnc(C2CCCCC2)s1)NCc1cccs1 | 88
COc1cc(=O)[nH]c(=O)n1CC(=O)c1ccccc1 | 90
C=C(C)Cn1c(CCNC(=O)C(C)C)nc2ccccc21 | 96
Cc1cnc(C(=O)Nc2ccc(-n3cnnn3)cc2)cn1 | 95
O=C(NCCC1=CCCCC1)C1CCN(S(=O)(=O)c2ccc(-n3cnnn3)cc2)CC1 | 72
O=C(O)C(c1ccccc1)N1CCCC1 (centres undefined) | 61
O=S(=O)(c1ccccc1)N(CC(O)CN1CCCCC1)c1ccccc1 (centres undefined) | 93
COC(=O)c1sc(S(=O)(=O)N2CCN(c3ccccc3)CC2)c(C(=O)OC)c1C | 91
COc1cccc2cc(-c3nnc(SCC(=O)Nc4nc(C)cs4)n3C)oc12 | 77
Cc1nn(-c2ccccc2C(=O)O)c(=O)c2ccccc12 | 103
CCOC(=O)Cn1c(C(=O)OCC)cc2sccc21 | 75
Nc1nc2nonc2nc1N1CCCCC1 | 90
O=C(CNC(=O)c1ccccc1)NCCc1nc2ccccc2[nH]1 | 104
CC1CCN(S(=O)(=O)c2ccc3ncn(CC(=O)N(C)Cc4ccccc4)c(=O)c3c2)CC1 | 93
CCOC(=O)c1ccc(NS(=O)(=O)c2ccc3[nH]c(=O)[nH]c3c2)cc1 | 95
CCOC(=O)Cc1csc(NC(=O)CCNS(=O)(=O)c2ccc3c(c2)CCC(=O)N3)n1 | 79
CCOC(=O)c1oc2cc(O)cc(C)c2c(=O)c1-c1cscn1 | 85
CCOC(=O)N1CCN(C(=O)CCNS(=O)(=O)c2cc(Br)cnc2N)CC1 | 93
COC(=O)c1ccc(Cn2c(O)c(N=O)c3ccccc32)o1 | 82
Cc1nc2ccccn2c1/C(O)=C1\C(=O)C(=O)N(CCN2CCOCC2)C1c1ccncc1 (centres undefined) | 100

# Gathered by group, the entries above containing bromine.
Molecule | SK-BR-3 tox 24h
COc1ccc(Oc2ncnc3c2oc2ccc(Br)cc23)cc1 | 81
ClC(Br)=C(n1cnc2ccccc21)n1cnc2ccccc21 | 77
CCOC(=O)N1CCN(C(=O)CCNS(=O)(=O)c2cc(Br)cnc2N)CC1 | 93

# (cont.)
Molecule | SK-BR-3 tox 24h
CCCCCc1c(C)nc(SCC(=O)O)[nH]c1=O | 86
COc1ccc2cc(CCNC(=O)CC(C)(C)C)c(=O)[nH]c2c1 | 99
Cc1ccc(C(=O)CSc2nnc(-c3ccccc3)n2-c2ccccc2)o1 | 85
CC(NC(=O)c1ccccc1NC(=O)c1ccco1)C(=O)O (centres undefined) | 90
CCOC(=O)CC(=O)CSc1[nH]c(=O)cc(C)c1C#N | 89
Cc1nn(-c2ccccc2)c2sc(C(=O)OCN3C(=O)c4ccccc4C3=O)cc12 | 86
COCc1nnc(NC(=O)c2ccco2)s1 | 84
CCCS(=O)(=O)c1c(S(=O)(=O)CCC)c2c(N)cccn2c1C(=O)c1ccc(F)cc1 | 84
Nc1c(Br)cc(Br)c(N2CCCC2=O)c1Br | 102
CC(=O)Nc1ccc(S(=O)(=O)N2C3CCCC2CC(NC(=O)C2CCCCC2)C3)cc1 (centres undefined) | 108
CC(=O)NC(CCS(C)(=O)=O)C(=O)Nc1nc(C)cs1 (centres undefined) | 95
O=C(Nc1ccc(N2C(=O)C3C4C=CC(C4)C3C2=O)cc1)Nc1cccnc1 (centres undefined) | 87
Cc1ccc2cc3cc(C(=O)N(C)C4CCCCC4)oc3nc2c1 | 94
O=C(O)c1ccccc1COc1ccccc1Cl | 113
CCC1SC2=NC(C)=C(C(=O)OC)C(c3ccc(C(=O)OC)cc3)N2C1=O (centres undefined) | 92
Cn1c(CNc2nc(-c3ccccc3)cs2)nnc1SCC(=O)N1CCc2ccccc21 | 86
CCCn1c(SCC(=O)Nc2ccccc2C(=O)OC)nc2c1c(=O)n(C)c(=O)n2C | 51
Cc1ccc(-c2nnn(CC(=O)N(Cc3ccco3)C(C(=O)NC(C)(C)C)c3cccs3)n2)o1 (centres undefined) | 78
CCOc1ccc(-n2c(SCC(=O)Nc3ccc(OC)cc3OC)nc3c(c2=O)SCC3)cc1 | 85
O=C(c1ccccc1)N1CCn2c(nc3ccccc32)C1 | 107
Cn1cccc1C(C(=O)NC1CCCCC1)N(C(=O)Cc1cccs1)c1ccc2c(c1)OCCO2 (centres undefined) | 85
CN(C)Cc1c(O)ccc2oc(Cc3ccccc3)cc12 | 72
CCOC(=O)Nc1cc(C)c(Cl)cc1OC | 90
COc1cc(-c2nnc(SCC#CCO)o2)cc(OC)c1OC | 95
CCOC(=O)c1c(C)cccc1OCC(N)=O | 89
COc1ccc(-c2noc(Cc3ccccc3OC)n2)cc1 | 78
Cc1ccc(C(C(=O)NC2CCCCC2)N(C(=O)c2csnn2)C2CC2)o1 (centres undefined) | 104
N#C/C(=C/N1CCOCC1)c1ccccc1 | 78
CCOc1ccc(OCC)c(NC(=O)C2CCCN(c3ncccn3)C2)c1 (centres undefined) | 62
CCCCCC(=O)Nc1cccc(-c2nc3ncccc3o2)c1 | 71
Cc1cc(C)nc(NC(=O)c2c(-c3ccccc3Cl)noc2C)n1 | 89
CC1(C)CC(=O)C=C(N=CC2=C(O)CC(C)(C)CC2=O)C1 | 88
COc1cccc(C(=O)NCc2n[nH]c(=S)n2-c2cccc(C)c2)c1 | 86
O=C1CC(c2ccc(Cl)cc2)n2nc(N3C(=O)c4ccccc4C3=O)nc2N1 (centres undefined) | 98
COc1cccc(C(c2sc3nc(C)nn3c2O)N2CCC3(CC2)OCCO3)c1 (centres undefined) | 95
COc1cccc(N2C(=O)C3CC=C(Cl)CC3C2=O)c1 (centres undefined) | 102
O=C(Cc1c(O)c2ccccc2[nH]c1=O)NCc1ccc(F)cc1 | 81
Cc1c(F)cccc1NC(=O)CCC(=O)O | 94
Cc1ccccc1-c1cc(-c2ccccc2O)n[nH]1 | 102
CCOC(=O)c1ccc(N=CC2=C(O)CC(c3ccco3)CC2=O)cc1 (centres undefined) | 78
N#CC1=C(SCC(=O)NCc2ccccc2)NC(=O)CC1c1ccco1 (centres undefined) | 119
CCCc1nc(N)c(C#N)c(N)c1C#N | 78
CCOc1ccc2[nH]c(O)c(NC(C)=O)c2c1 | 72
CCCCn1c(SCC(=O)Nc2cc(NC(=O)c3ccco3)ccc2C)nc2ccccc2c1=O | 84
CCn1c(SCC(=O)n2c(C)c(C)c3ccccc32)nnc1-c1ccco1 | 101
CCCCNC(=O)c1ccc2c(c1)ncn2C1CCCCC1 | 72
COc1cccc(NC(=O)CNC(=O)c2cccs2)c1 | 87
COc1cccc(C(=O)Nc2ccc(C(=O)O)cc2)c1 | 117
CNC(=O)Nc1cccc(C(F)(F)F)c1 | 84
COCCN1C(=O)C(=O)/C(=C(/O)c2cccc(S(=O)(=O)N(C)C)c2)C12C(=O)N(C)c1ccccc12 (centres undefined) | 100
CCCOc1cc(C)c(S(=O)(=O)N2CCN(C)CC2)cc1C | 87
CC(O)CCC(=O)NCCNC(=O)CCC(C)O (centres undefined) | 99
Nn1c(-c2ccco2)n[nH]c1=S | 86
COC(=O)c1c(NC(=O)Cc2cccs2)sc2c1CCCC2 | 103
COc1c(S(=O)(=O)n2nc(C)cc2C)ccc(Cl)c1Cl | 87
O=C1CCN(Cc2nnnn2CC2CCCO2)c2ccccc2N1 (centres undefined) | 96
FC(F)(F)c1cc(-c2ccco2)nc(N2CCOCC2)n1 | 91
CCc1cccc(CC)c1N(COC)C(=O)Cn1c(CO)nc2ccccc21 | 91
CCN(CC)C(=O)N1CCN(S(=O)(=O)c2ccc(C)c(C)c2)CC1 | 92
CC1CCN(CCNC(=O)CN(C)S(=O)(=O)c2cccc3nsnc23)CC1 | 83

# More records
Molecule | SK-BR-3 tox 24h
CCOC(=O)Oc1ccc2c(c1)C(C)=CC(C)(C)N2C(=O)OCC | 80
O=S(=O)(NC1c2cccc3cccc(c23)C1N1CCNCC1)c1ccccc1 (centres undefined) | 89
COc1ccccc1NC(=O)CSc1nc2sc(C)c(C)c2c(=O)n1Cc1ccco1 | 89
CCc1[nH]nc2c1C(c1cccc(OC(=O)N3CCOCC3)c1)C(C#N)=C(N)O2 (centres undefined) | 49
Cc1c(C(=O)NCCN2CCOCC2)oc2ccccc12 | 130
CCc1ccc(NC(=O)CCN2C(=O)c3cccnc3C2=O)cc1 | 47
CCOC(=O)/C=c1\sc2n(c1=O)CCN=2 | 91
CC(=O)Nc1ccc(NC(=O)CSC2=NCCS2)cc1 | 98
COc1cccc(C2C=C(c3ccc(OC)cc3OC)Nc3nnnn32)c1 (centres undefined) | ?
O=C(NCCN1CCN(c2cccc(Cl)c2)CC1)c1cccn2c(=O)c3ccccc3nc12 | 111
O=C1CCCC/C1=C\Nc1ccc(Cl)cn1 | 91
CCCn1c(SCC(=O)OCc2ccccc2)nc2c1c(=O)n(C)c(=O)n2C | 97
Cc1ccc(Cn2c(CN(C)Cc3ccccc3)nc3c2c(=O)n(C)c(=O)n3C)cc1 | 85
N#Cc1cccc(-n2c(-c3ccccc3)nnc2-c2ccccc2)c1C#N | 88
c1ccc(Cn2c(NCc3ccco3)nc3ccccc32)cc1 | 80
COc1ccc(C(=O)Cn2nnc(-c3ccccc3F)n2)cc1 | 87
Cc1ccc(C)c(OCCCN2CCCC2)c1 | 87
CCNS(=O)(=O)c1ccc(NC(=O)c2ccccc2OCC)cc1 | 99

# Arranged by length of the SMILES (low to high): 3 of the compounds above
Molecule | SK-BR-3 tox 24h
O=C1CCCC/C1=C\Nc1ccc(Cl)cn1 | 91
COc1ccc(C(=O)Cn2nnc(-c3ccccc3F)n2)cc1 | 87
O=C(NCCN1CCN(c2cccc(Cl)c2)CC1)c1cccn2c(=O)c3ccccc3nc12 | 111
